# Screening data from PubChem BioAssay.
# GPR55 beta-arrestin: selective activators of receptor GPR55 – imaging, U2OS cells, beta-arrestin-GFP redistribution, primary screen (AID 1961) | U2OS GPR55 beta-arrestin-GFP redistribution imaging; higher % means a stronger effect | activation, % at 10 µM; hits with a dose series show EC50 in µM | actives 0.048% (n = 290,000);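 active means activation above 40% with more than 50 cells counted in the well; inconclusive means wells holding fewer than 50 cells, flagged as toxic or sparse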;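 further: U2OS osteosarcoma cells stably expressing GPR55 and beta-arrestin-GFP; plate controls were DMSO negative control for no effect and LPI positive control for full effect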
# Siah-1 displacement: blockers of Siah-1 interaction with plectin peptide – biochemical, fluorescence polarization, rhodamine-plectin, uHTS, primary screen (AID 1817); Siah-1 / rhodamine-plectin peptide fluorescence polarization; higher % means a stronger effect; displacement, % at 20 µM, or IC50 in µM where a hit was titrated; actives 0.02% (n = 290,000);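 active means displacement of at least 50% at 20 µM, with a fluorescence ratio check between 0.3 and a set limit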;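 further: plate controls were Siah plus tracer with DMSO for no effect and tracer alone without Siah for full effect; strong numbers were not always called active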
# GPR35 antagonists: inhibition of zaprinast-stimulated GPR35 beta-arrestin translocation – imaging, U2OS, beta-arrestin-GFP, zaprinast agonist, primary screen (AID 2058); U2OS GPR35 beta-arrestin-GFP translocation imaging, zaprinast antagonism; higher % means a stronger effect; one-dose inhibition, % at 10 µM; IC50 in µM for titrated hits; actives 0.052% (n = 290,000);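 active means inhibition of at least 50% with at least 30 cells and total cytoplasm GFP at most 10,000,000; inconclusive means under 30 cells or total GFP of 10,000,000 plus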
# UTI89 phage lysis: protection from phage-mediated lysis, alamar blue read-out – E. coli UTI89, K1F phage, bacterial capsule biogenesis inhibitors (AID 488966) | E. coli UTI89 K1F phage lysis, alamar blue, 2 h; higher % means a stronger effect | actives 0.02% (n = 340,000) | inhibition, % at 100 µM, or IC50 in µM where a hit was titrated;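 active means phage lysis inhibition, versus mean bacterial control, above a set limit; inconclusive means no clear call, values can overlap the other calls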;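 further: capsule biogenesis inhibitors block K1F phage lysis so surviving cells raise fluorescence; higher fluorescence means more inhibition of phage lysis; actives were called in the ten point dose series up to 300 µM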
# GPR55 antagonists: inhibition of LPI-stimulated GPR55 beta-arrestin translocation – imaging, U2OS, beta-arrestin-GFP, LPI agonist, primary screen (AID 2013); U2OS GPR55 beta-arrestin-GFP translocation imaging, LPI antagonism; higher % means a stronger effect; one-dose inhibition, % at 10 µM; IC50 in µM for titrated hits; actives 0.13% (n = 290,000);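 active means spots per cell inhibited over 60%, with over 100 cells counted and total cytoplasm intensity under 500,000; inconclusive means wells with under 100 cells, flagged as likely toxic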;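 further: U2OS cells stably carrying GPR55 and arrestin-GFP stimulated by 5 µM LPI near EC80; imaged beta-arrestin-GFP aggregate spots per cell after agonist stimulation; plate controls were LPI-stimulated DMSO wells for no effect and DMSO wells without LPI for full effect; some results filed as inactive read as strong as hits; confirmed hits need IC50 under 10 µM and bright autofluorescent wells are also inconclusive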
# NS5 inhibitors: flavivirus cap methylation enzyme inhibition – biochemical, confirmation dose response, primary screen (AID 588689) | Dengue-2 NS5 methyltransferase capping enzyme assay, biochemical; higher % means a stronger effect | inhibition, % at 25 µM; hits with a dose series show IC50 in µM | actives 0.3% (n = 340,000); in the data active means a potency from the dose series; inconclusive means inhibition above about 29% without an active follow-up result
# NTR1 agonist: agonists of NTR1, primary screen, imaging, U2OS cells, beta-arrestin-GFP, high content (AID 493036); P30989; NTR1-U2OS beta-arrestin-GFP spot imaging, agonist mode; activation, % at 20 µM; actives 0.17% (n = 330,000);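 active means activation at or above 40% of the spot to cytoplasm intensity ratio, with at least 20 cells analyzed; inconclusive means wells under 20 cells, flagged as cytotoxic or low count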;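 further: 0% = DMSO without peptide and 100% = 100 nM NTR1 peptide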
# Target sequence (P30989 whole entry, looked up): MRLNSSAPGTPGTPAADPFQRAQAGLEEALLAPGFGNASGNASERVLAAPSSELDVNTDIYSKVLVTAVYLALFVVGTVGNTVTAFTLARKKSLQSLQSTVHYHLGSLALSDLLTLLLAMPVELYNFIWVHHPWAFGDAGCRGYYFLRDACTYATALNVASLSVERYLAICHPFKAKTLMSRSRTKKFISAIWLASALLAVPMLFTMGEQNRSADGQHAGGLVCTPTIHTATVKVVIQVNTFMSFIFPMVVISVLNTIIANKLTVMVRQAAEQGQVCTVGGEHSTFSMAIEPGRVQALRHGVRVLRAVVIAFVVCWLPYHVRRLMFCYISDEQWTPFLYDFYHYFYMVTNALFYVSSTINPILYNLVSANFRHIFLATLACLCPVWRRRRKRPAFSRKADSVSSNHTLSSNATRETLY
# HIV peptide binding: cell-free HIV fusion peptide-binding blockers – biochemical, uHTS, fluorescence dequenching, primary screen (AID 1986); inhibition, % at 20 µM, or IC50 in µM where a hit was titrated; cell-free peptide binding, fluorescence dequenching, 30 min; higher % means a stronger effect; actives 0.3% (n = 290,000); in the data active means inhibition mostly above about 52%, no sharp cut-off; inactive means mostly below about 76%; further: some results filed as inactive read as strong as hits
# AID2073: disruptors of CaV2.2 binding to Mint1 – biochemical, HTRF (AID 2073); actives 0.19% (n = 290,000); HTRF protein-protein interaction, Mint1-CaV2.2; higher % means a stronger effect; inhibition, % at 20 µM; hits with a dose series show IC50 in µM; in the data active means inhibition mostly above about 51%, no sharp cut-off; inconclusive means no clear call, values can overlap the other calls; inactive means mostly below about 53%; further: some results filed as inactive read as strong as hits
# NTR1 agonist cell count 20 µM: also measured in NTR1 agonist; calls as there; cell count; measured here: cell count, cytotoxicity flag
# NS5 inhibitors pilot replicate: recorded beside NS5 inhibitors, whose call it bears; inhibition, %; measured here: pilot screen replicate inhibition
# An asterisk follows results filed as active; i = inactive; ? = inconclusive; nt = not tested or not shown; [ ] = dose if it differs, or a comment. Compounds were not picked by outcome. About 1.2% of those tested had a hit in this group.
# The opening twelve compounds (preview)
SMILES,GPR55 beta-arrestin,Siah-1 displacement,GPR35 antagonists,UTI89 phage lysis,GPR55 antagonists,NS5 inhibitors,NTR1 agonist,NTR1 agonist cell count 20 µM,HIV peptide binding,AID2073,others
Cc1cc2ncn(CCOc3ccccc3C#N)c2cc1C,0.9%,2%,-6%,-0.1%,-11%,-5%,1.2,46,-1.1%,-6%,
COc1ccc(S(=O)(=O)NC2CCCCC2)cc1C,-0.2%,2%,3%,0.5%,10%,-5%,-0.6,38,-1.2%,-5%,
CCC(=O)N(C)CCc1cc2c(c(OC)c1/C=N/NS(=O)(=O)c1ccc(C)cc1)OCO2,0.5%,4%,15%,0.3%,12%,-1%,-0.9,50,-1.2%,-1%,
COc1ccc(Nc2nnc(SCC(=O)Nc3cc(C)on3)s2)cc1,0.0%,1%,-3%,0.0%,-21%,13%,nt,nt,0.6%,4%,
CCOc1ccc(-n2nc3ccc(NC(=O)CC)cc3n2)cc1,0.3%,34%,12%,2.2%,-1%,nt,-0.2,59,0.5%,36%,
Cc1ccc(NC(=O)CC2S/C(=N/N=C3/NC(=O)CS3)NC2=O)cc1 (configuration not stated),-0.1%,14%,-6%,0.4%,-3%,-4%,2.7,57,-0.2%,5%,
Cc1ccccc1C(=O)OC(C)CN1CCOCC1 (configuration not stated),-0.1%,2%,-5%,0.2%,4%,-8%,-1.7,93,1.2%,-3%,
CS(=O)(=O)N(CC(=O)Nc1ccc(S(=O)(=O)N2CCCC2)cc1)c1cccc(F)c1,-0.1%,-3%,8%,-0.9%[50 µM],0%,-13%,-1.1,53,-1.2%,-1%,
CCOc1ccc(/C=C2\SC(=S)N(NS(=O)(=O)c3ccccc3)C2=O)cc1OC,-0.1%,2%,6%,0.1%,4%,71µM*,1.3,68,21%,-13%,
COC(=O)c1sc(N)c(C(=O)OC)c1COC(=O)c1c(C)noc1C,-0.1%,-2%,13%,0.1%,4%,-7%,-0.2,46,-1.7%,0%,NS5 inhibitors pilot replicate=-4.9
Cc1nc2ccc(S(=O)(=O)NCC(=O)NCc3ccc(Cl)cc3)cc2s1,-0.1%,10%,-5%,0.3%,4%,1%,0.3,63,-0.1%,0%,
CCOc1ccc(S(=O)(=O)NC2CCCC2)cc1,0.0%,4%,0%,-0.2%,-8%,1%,0.9,55,0.7%,7%,

# Main list, from the first entry:
SMILES,GPR55 beta-arrestin,Siah-1 displacement,GPR35 antagonists,UTI89 phage lysis,GPR55 antagonists,NS5 inhibitors,NTR1 agonist,NTR1 agonist cell count 20 µM,HIV peptide binding,AID2073,others
Cc1cc2ncn(CCOc3ccccc3C#N)c2cc1C,0.9%,2%,-6%,-0.1%,-11%,-5%,1.2,46,-1.1%,-6%,
COc1ccc(S(=O)(=O)NC2CCCCC2)cc1C,-0.2%,2%,3%,0.5%,10%,-5%,-0.6,38,-1.2%,-5%,
CCC(=O)N(C)CCc1cc2c(c(OC)c1/C=N/NS(=O)(=O)c1ccc(C)cc1)OCO2,0.5%,4%,15%,0.3%,12%,-1%,-0.9,50,-1.2%,-1%,
COc1ccc(Nc2nnc(SCC(=O)Nc3cc(C)on3)s2)cc1,0.0%,1%,-3%,0.0%,-21%,13%,nt,nt,0.6%,4%,
CCOc1ccc(-n2nc3ccc(NC(=O)CC)cc3n2)cc1,0.3%,34%,12%,2.2%,-1%,nt,-0.2,59,0.5%,36%,
Cc1ccc(NC(=O)CC2S/C(=N/N=C3/NC(=O)CS3)NC2=O)cc1 (configuration not stated),-0.1%,14%,-6%,0.4%,-3%,-4%,2.7,57,-0.2%,5%,
Cc1ccccc1C(=O)OC(C)CN1CCOCC1 (configuration not stated),-0.1%,2%,-5%,0.2%,4%,-8%,-1.7,93,1.2%,-3%,
CS(=O)(=O)N(CC(=O)Nc1ccc(S(=O)(=O)N2CCCC2)cc1)c1cccc(F)c1,-0.1%,-3%,8%,-0.9%[50 µM],0%,-13%,-1.1,53,-1.2%,-1%,
CCOc1ccc(/C=C2\SC(=S)N(NS(=O)(=O)c3ccccc3)C2=O)cc1OC,-0.1%,2%,6%,0.1%,4%,71µM*,1.3,68,21%,-13%,
COC(=O)c1sc(N)c(C(=O)OC)c1COC(=O)c1c(C)noc1C,-0.1%,-2%,13%,0.1%,4%,-7%,-0.2,46,-1.7%,0%,NS5 inhibitors pilot replicate=-4.9
Cc1nc2ccc(S(=O)(=O)NCC(=O)NCc3ccc(Cl)cc3)cc2s1,-0.1%,10%,-5%,0.3%,4%,1%,0.3,63,-0.1%,0%,
CCOc1ccc(S(=O)(=O)NC2CCCC2)cc1,0.0%,4%,0%,-0.2%,-8%,1%,0.9,55,0.7%,7%,
Cc1ccc(-n2c3c(cc(C(=O)NC4CCSC4=O)c2=O)C(=O)CC(C)(C)C3)cc1 (configuration not stated),1.3%,4%,13%,i,-6%,-3%,-0.7,40,0.1%,3%,
CC(=O)c1cc2c(cc1NC(=O)C1CC=CCC1C(=O)O)OCO2 (configuration not stated),0.2%,8%,13%,0.5%,-1%,-4%,-1.2,84,-2.1%,0%,
CCCC(=O)c1ccc(N2CCC(C)CC2)c(F)c1,-0.2%,3%,-11%,0.1%,10%,6%,0.9,85,-1.5%,-4%,
CSc1ccccc1NC(=O)COC(=O)c1ccc(O)cc1,0.1%,4%,-10%,0.0%,-9%,5%,0.9,58,1.4%,-18%,
O=C1COc2ccc(S(=O)(=O)NCc3ccccc3)cc2N1,-0.2%,-3%,-5%,0.2%,1%,-2%,0.0,53,0.4%,5%,
Cc1cc(C)c2[nH]c(O)c(N=NC(=S)NCC3CCCO3)c2c1 (configuration not stated),0.5%,4%,9%,0.6%[50 µM],1%,-5%,1.1,45,-1.6%,10%,
CCCCS(=O)(=O)N1CCCC(C(=O)N2CCOCC2)C1 (configuration not stated),-0.4%,10%,0%,i,12%,1%,-1.2,70,-0.1%,1%,
Fc1ccc(N/N=C2/CCSc3sccc32)c(F)c1,-0.2%,15%,-8%,-0.3%,-9%,-1%,0.2,44,-1.4%,19%,
Nc1nc(NC(=O)c2ccccc2)nn1-c1ccccc1,0.1%,1%,4%,0.7%,-13%,-11%,-0.8,87,2.3%,-5%,
COc1cccc(NC(=O)Nc2nnc(Cc3ccc(F)cc3)s2)c1,0.0%,2%,7%,0.3%,-8%,-1%,0.0,59,1.4%,32%,
CCC(C)C(=O)OCC1(c2ccc(C)cc2OC(=O)C(C)C)CO1 (configuration not stated),0.0%,3%,-16%,5.3%,1%,-7%,-0.3,93,1.6%,?,
COC(=O)c1cccc(-n2c(CCC(=O)O)ccc2-c2cccs2)c1,-0.2%,-2%,16%,0.1%,11%,29%,1.9,66,2.5%,46%,
